# High-throughput results (PubChem BioAssay)
# Kir21 block – blocks the mouse Kir2.1 inward-rectifier potassium channel; P35561; HEK293-Kir2.1, FluxOR thallium flux fluorescence; active compounds read low; B-score at 10 µM; hit rate 0.85% among 310,000; AID 1672;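 active means fluorescence ratio B-score at or below minus 3 SD of library scores, with starting-brightness B-score within 2 SD, cut at about -4.2 in these data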;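 further: channel flux triggered by added potassium and thallium sulfate stimulus; B-score of peak minus minimum fluorescence over baseline after thallium stimulus; more negative B-score means stronger Kir2.1 block with less thallium influx; some compounds called inactive have numbers as strong as hits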
# Target sequence (P35561 whole entry, looked up): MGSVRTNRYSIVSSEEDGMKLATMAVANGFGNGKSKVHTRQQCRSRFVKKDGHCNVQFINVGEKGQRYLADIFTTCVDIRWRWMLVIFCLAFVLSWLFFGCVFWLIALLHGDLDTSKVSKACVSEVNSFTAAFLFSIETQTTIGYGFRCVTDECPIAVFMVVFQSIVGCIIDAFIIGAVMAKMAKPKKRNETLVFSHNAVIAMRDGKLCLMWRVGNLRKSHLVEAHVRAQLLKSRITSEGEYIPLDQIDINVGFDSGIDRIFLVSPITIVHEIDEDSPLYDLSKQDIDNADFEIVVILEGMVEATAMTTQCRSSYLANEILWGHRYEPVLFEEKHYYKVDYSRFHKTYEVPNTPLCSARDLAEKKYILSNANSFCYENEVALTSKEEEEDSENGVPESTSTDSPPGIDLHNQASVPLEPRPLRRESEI
# CHT block – inhibitors of human choline transporter CHT; CHT-expressing cells, membrane potential dye, choline response; active compounds read low; B-score at 10 µM; hit rate 0.86% among 310,000; AID 488975;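 active means B-score over 3 SD under the library average, and starting fluorescence ratio not unusually high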;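 further: choline stimulus applied at its EC90 after an EC20 pre-addition; B-score computed on integrated fluorescence ratio after choline addition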
# Target sequence (Q9GZV3 whole entry, looked up): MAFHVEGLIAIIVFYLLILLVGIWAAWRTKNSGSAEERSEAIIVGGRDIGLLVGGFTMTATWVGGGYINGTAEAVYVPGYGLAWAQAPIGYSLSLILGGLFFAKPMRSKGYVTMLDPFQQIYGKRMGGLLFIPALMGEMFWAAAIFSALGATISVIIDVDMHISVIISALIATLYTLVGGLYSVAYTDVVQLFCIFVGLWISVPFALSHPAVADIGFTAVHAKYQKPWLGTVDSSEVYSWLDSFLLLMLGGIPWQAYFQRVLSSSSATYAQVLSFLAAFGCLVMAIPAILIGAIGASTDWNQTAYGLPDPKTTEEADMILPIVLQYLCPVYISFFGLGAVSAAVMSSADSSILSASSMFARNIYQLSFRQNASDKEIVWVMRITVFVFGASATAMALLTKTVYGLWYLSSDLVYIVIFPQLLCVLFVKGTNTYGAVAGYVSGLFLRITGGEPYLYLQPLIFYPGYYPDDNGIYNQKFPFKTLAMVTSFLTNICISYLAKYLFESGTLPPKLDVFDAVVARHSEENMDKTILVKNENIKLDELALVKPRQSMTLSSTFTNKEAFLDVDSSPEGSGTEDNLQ
# Active calls of the source: *; i = inactive; / = not tested or not shown.
Kir21 block | CHT block | compound
0.46 | i | CCOc1ccc(N2C(=O)CN=C2Nc2ccccc2F)cc1
-0.06 | i | CCC1=C2CC[C@H]3C(=O)N(CC(=O)OC)C(=O)[C@H]3[C@H]2[C@@]2(C)C(=NCC(=O)OC)OC(=O)N2C1=O
1.1 | i | [O-]/C(=C(\C(=S)NCc1ccco1)[n+]1ccccc1)c1ccccc1Br
-0.41 | i | COc1ccc(CCCc2nnc(SCC(=O)Nc3ccc(C)c(C)c3)o2)cc1
0.91 | i | Cc1cnc2ncc3sccc3c2c1
0.16 | i | Cc1ccc(S(=O)(=O)n2nc(C)c(S(=O)(=O)N3CCCCC3)c2C)cc1
-1 | i | COc1ccc([N+](=O)[O-])cc1NC(=O)CSc1ccccc1
-1.1 | i | O=C(c1ccc2c(c1)OCO2)C1CCCN(C2CCN(CCc3ccccc3)CC2)C1 (stereo not given)
-0.11 | i | CN1CCN(CCNC(=O)Nc2ccccc2C(F)(F)F)CC1
0.06 | i | Cc1ccc(CNC(=O)Nc2ccc(C)cc2)cc1
0.94 | i | COCCNC(=O)CCCCCN1C(=O)CCC1=O
-0.02 | i | COc1ccc(Nc2nc(-c3ccccc3)nc3ccccc23)c(OC)c1
0.22 | i | NNC(=O)c1ccc(Cl)cc1Cl
1.7 | i | CC(=O)Nc1ccccc1-c1nc2ccc(C(=O)N3CCN(c4cc(C)ccc4C)CC3)cc2[nH]c1=O
0.78 | i | Cc1nc(N)sc1Cc1ccc2c(c1)OCO2
2.2 | i | CC[C@@H](C)[C@H](NC(=O)CNC(=O)Cc1c(C)c2c(cc(C)c3c(C)coc32)oc1=O)C(=O)O
-0.71 | i | CCOc1ccccc1NC(=O)CSc1nnc(-c2cnccn2)n1CC
0.25 | i | CCC(Cc1ccccc1)NCc1c(C(=O)O)c(C)n(Cc2ccccc2)c1C (stereo not given)
-1.2 | i | Cc1ccnc(SCc2cc(=O)c(OC(=O)c3ccccc3)co2)n1
0.65 | i | CCCCn1c(N)c(N(CCC(C)C)C(=O)CN2C(=O)C3CCCCC3C2=O)c(=O)[nH]c1=O (stereo not given)
0.82 | i | Cc1cc(=O)nc2c3ccccc3n(CC(=O)NC(C)c3ccc4c(c3)OCCO4)n12 (stereo not given)
2.2 | i | CCCC(=O)N1CCN(c2ccc(NC(=S)NC(=O)CC)cc2)CC1
0.87 | i | COc1cccc(Cn2cc(/C=N/NC(=O)c3cc(O)cc(O)c3)c3ccccc32)c1
-0.4 | i | O=C(O)c1ccccc1C(=O)NCCc1c(C(=O)O)[nH]c2ccc(Cl)cc12
0.94 | i | C#CCn1c(=NC(=O)c2cc(Cl)sc2Cl)sc2cc(S(N)(=O)=O)ccc21
0.38 | / | COc1ccc(NCC(=O)N/N=C2\CCCC(C)C2)cc1 (stereo not given)
1.5 | i | Cc1c(C(=O)OC2CCC(C)CC2)[nH]c2c1C(=O)CCC2 (stereo not given)
-0.49 | / | COc1ccc(N2CCN(C(c3ccccc3OC)c3nnnn3C3CCCC3)CC2)cc1 (stereo not given)
1.3 | i | CCC(C)c1ccc(NC(=O)COc2c(F)c(F)c(C(F)(F)F)c(F)c2F)cc1 (stereo not given)
-0.93 | i | CC(C)NC(=O)CN1CCC(c2nc3ccccc3[nH]2)CC1
1.5 | i | CCOC(=O)c1cc(NC(=O)Nc2ccc(Br)cc2)c(C)nc1C
0.64 | i | COc1ccc(-c2cc3nc(C)c(CCC(=O)NC(C)CCc4ccco4)c(C)n3n2)c(OC)c1 (stereo not given)
0.94 | i | CCOC(=O)c1ccc(CNC(=O)C2CCC(=O)N(Cc3cccc(OC)c3)C2)o1 (stereo not given)
0.78 | i | CS(=O)(=O)N(CC(=O)N1CCCC1)c1cc(Cl)ccc1Cl
0.01 | i | O=c1cc(CN2CCN(c3ccccc3F)CC2)c2cc(O)c(-c3ccccc3)cc2o1
-0.11 | i | CCn1nc(CC(C)C)cc1C(=O)N1CCCC(Nc2ccc(OC)cc2)C1 (stereo not given)
0.5 | i | NC(=S)Nc1ccc2cc[nH]c2c1
-0.55 | i | O=C(Nc1ccc2c(c1)OCO2)C1CCN(Cc2cc3c(cc2O)OCO3)CC1
-0.25 | i | CCc1cccc(C)c1NC(=O)CN(C)Cc1ccc(Br)cc1
0.07 | i | O=C(NC(=S)Nc1ccccc1N1CCOCC1)c1ccc(-c2cc(Cl)ccc2Cl)o1
-0.79 | i | C#CCn1c(=NC(=O)CSC(C)=O)sc2cc(F)ccc21
-2.5 | / | O=S(=O)(c1cccc2ccccc12)N1CCCCC1
-1.7 | i | CCC(=O)NNc1ncnc2c1cnn2-c1cccc(C)c1
-0.5 | i | COC(=O)c1ccccc1NC(=O)COC(=O)c1ccc(C)c(NC(=O)c2ccco2)c1
0.2 | i | O=C(CCN1C(=O)[C@@H]2Cc3ccccc3CN2C1=O)NCc1ccc(Cl)cc1

# Compounds listed so far with bromine:
Kir21 block | CHT block | compound
1.1 | i | [O-]/C(=C(\C(=S)NCc1ccco1)[n+]1ccccc1)c1ccccc1Br
1.5 | i | CCOC(=O)c1cc(NC(=O)Nc2ccc(Br)cc2)c(C)nc1C
-0.25 | i | CCc1cccc(C)c1NC(=O)CN(C)Cc1ccc(Br)cc1

# Filtered by structure: those above with a CF3 group
Kir21 block | CHT block | compound
-0.11 | i | CN1CCN(CCNC(=O)Nc2ccccc2C(F)(F)F)CC1
1.3 | i | CCC(C)c1ccc(NC(=O)COc2c(F)c(F)c(C(F)(F)F)c(F)c2F)cc1 (stereo not given)

# The list continues.
Kir21 block | CHT block | compound
-3 | i | Cc1cc(F)ccc1NS(=O)(=O)c1c(C(=O)N2CCOCC2)c(C)n(C)c1C
0.06 | i | O=c1[nH]c2ccc(NC(=S)NCc3ccccc3)cc2[nH]1
-0.02 | i | CCCn1c(=O)[nH]c(=O)c2c1nc(-c1cc([N+](=O)[O-])ccc1Cl)n2CCOC
-0.37 | i | COc1ccc(CC(=O)NCCS(=O)(=O)N2CCN(c3ccccc3OC)CC2)cc1
-1.9 | i | Cc1ccc(S(=O)(=O)N/N=C/c2c[nH]c3ccccc23)cc1
-1.9 | i | CCOc1[nH]n(-c2ccccc2)c(=O)c1C=Nc1ccc(C)cc1
-0.19 | / | Cc1cccn2c(CNCCc3ccco3)c(C(=O)N3CCOCC3)nc12
1.6 | i | O=C(N=Nc1c(O)n(Cc2ccccc2)c2ccccc12)c1ccc(O)cc1
-0.19 | i | COc1ccc(C2/C=C\CN(C(=O)C3CCCCC3)CC(=O)N2Cc2ccc(F)cc2)cc1 (stereo not given)
0.17 | i | CCOC(=O)N1CCC(NC(=O)Cn2cccc2C(=O)c2ccccc2)CC1
1.7 | i | COc1ccc(NC(=O)/C(C#N)=C\c2ccc(-c3cccc(C(=O)O)c3C)o2)cc1
1.5 | i | Cc1ccc(N(CCC#N)C(=O)COC(=O)c2nc3nc(C)cc(C)n3n2)cc1
0.55 | i | CCN1CCN(c2cc(C)c3cc(NC(=O)c4ccncc4)ccc3n2)CC1
2 | i | O=C(NCCCN1CCN(c2cccc(Cl)c2)CC1)c1nc(-c2ccncc2)no1
-4.3 | i | COc1cc2c(cc1OC)-c1cc3ccc4c(c3c[n+]1CC2)OCO4
-0.53 | i | O=S(=O)(NCC(c1ccc2c(c1)OCO2)N1CCOCC1)c1ccc(Br)cc1 (stereo not given)
0.01 | i | CCOc1ccccc1C(=O)n1nc2nc(C)cc(C)c2c1N
-1.5 | i | CC(CCc1ccc(O)cc1)NC(c1ccccc1)c1ccc(Cl)cc1 (stereo not given)
-0.04 | i | COC(=O)c1ccc(NC(=O)c2cc(Cl)ccc2OC)cc1
0.01 | i | COc1ccc(CCNC(=O)CNS(=O)(=O)c2ccc(N(C)C)c([N+](=O)[O-])c2)cc1OC
-0.26 | i | Cc1ccc(C)c(N(CC(=O)NC2CCCC2)S(=O)(=O)c2ccccc2)c1
-0.04 | i | Cc1ccccc1CNC(=O)CCC(=O)N1CCOc2ccc(Cl)cc21
-0.22 | i | Cc1ccc[n+](CC(=O)c2cc3ccccc3oc2=O)c1
2.2 | i | O=C(COn1nnc2ccccc21)N1CCN(Cc2ccccc2)CC1
0.79 | i | O=C(O)c1cccnc1SC1CC(=O)N(c2cccc(C(F)(F)F)c2)C1=O (stereo not given)
0.85 | i | CCOC(=O)C1=C(COC(=O)COc2ccc(C(C)=O)cc2)NC(=O)NC1C (stereo not given)
-0.31 | i | O=C(O)c1ccccc1C(=O)c1ccc2c(c1)N(Cc1cccc(F)c1)C(=O)CO2
-1.7 | i | CCC(C)(C)NC(=O)c1ccc(Br)o1
0.32 | i | CSc1cccc(NC(=S)N(CCC(C)C)C(C)c2ccncc2)c1 (stereo not given)
-0.13 | i | COCCCNC(=O)COc1ccc(S(=O)(=O)NCc2ccccc2)cc1Cl

# A second format for part of the listing above.
Cc1ccccc1CNC(=O)CCC(=O)N1CCOc2ccc(Cl)cc21
  Kir21 block: -0.04; CHT block: i

O=C(COn1nnc2ccccc21)N1CCN(Cc2ccccc2)CC1
  Kir21 block: 2.2; CHT block: i

COCCCNC(=O)COc1ccc(S(=O)(=O)NCc2ccccc2)cc1Cl
  Kir21 block: -0.13; CHT block: i

# The results go on.
Kir21 block | CHT block | compound
0.14 | i | O=C(NCCc1c[nH]c2ccccc12)c1cc(Cl)c2c(c1)OCO2
-3.6 | i | CCOc1ccc2cc(S(=O)(=O)n3ccnc3C)ccc2c1
-1.1 | i | CC1C(=O)N(Cc2ccc([N+](=O)[O-])cc2)c2ccccc2N1C(=O)C1CC1 (stereo not given)
1.3 | i | COc1ccc(-c2[nH]ncc2CN2CCCO2)cc1F
0.03 | i | CCOC(=O)c1sc2nc(C)nc(NCc3cccnc3)c2c1C
0.16 | i | COc1ccc2oc(C(=O)N3CCN(C(c4ccccc4)c4ccccc4)CC3)c(C)c2c1
0.15 | i | O=C(CNC(=S)NC(=O)c1ccco1)c1ccccc1
-1.4 | i | CN1CCCC(OC(=O)c2ccc(C(C)(C)C)cc2)C1 (stereo not given)
-1.4 | i | COc1ccccc1/C=N/NC1=NCCCCC1
0.76 | i | O=C(Nc1ccccc1C(=O)N1CCCCC1)C1CCCCC1
0.66 | i | CCOc1ccc(C(C)=O)cc1COC(=O)c1cc([N+](=O)[O-])ccc1N1CCOCC1
-0.08 | i | CC(C)OC(=O)CSc1nnc(-c2ccccn2)n1-c1ccccc1
1.4 | i | COc1ccc2[nH]c(=O)c(CN(C(=O)c3cccnc3)c3ccc(C)cc3C)cc2c1
-1 | i | O=c1c2ccccc2nnn1CSc1nnnn1-c1ccccc1
1.4 | i | CCOc1ccc(S(=O)(=O)N2CCCC(C(=O)NCc3ccccn3)C2)cc1C (stereo not given)

# Two of the compounds above, with two lines to a compound:
# Below each SMILES – Kir21 block	CHT block
CCOc1ccc(C(C)=O)cc1COC(=O)c1cc([N+](=O)[O-])ccc1N1CCOCC1
    0.66	i
CC(C)OC(=O)CSc1nnc(-c2ccccn2)n1-c1ccccc1
    -0.08	i

# Additional entries.
Kir21 block | CHT block | compound
1.7 | i | COCCNc1nc2c(c(=O)n(C)c(=O)n2C)n1Cc1cccc(C)c1
0.18 | i | CNC(=O)C(=O)NCC(c1cccs1)S(=O)(=O)c1ccc(C)cc1 (stereo not given)
-1.5 | i | Cc1ccc(N(C(=O)CNC(=O)c2ccco2)C(C(=O)NC2CCCC2)c2ccncc2)cc1F (stereo not given)
-0.24 | i | O=[N+]([O-])c1cccc(-c2ccc(CN3CCCCC3)o2)c1
1.5 | i | Cc1cc2nsnc2c(S(=O)(=O)NCC(=O)O)c1C
-0.83 | i | Cc1ccc(C)c(S(=O)(=O)NNC(=O)Nc2ccccc2Cl)c1
/ | i | CC[C@H](C)Cc1cn([C@@H](CCCN=C(NC(=O)OC(C)(C)C)NC(=O)OC(C)(C)C)C(=O)NCCCCCCCCCCC(=O)N2CCN(C(=O)OC(C)(C)C)CC2)nn1
0.89 | i | OCC1(Cc2cccc(Cl)c2)CCCN(Cc2ccc3cc(F)ccc3n2)C1 (stereo not given)
2.9 | i | COc1cccc(C2=NOC(C(=O)NCCN3CCOCC3)C2)c1 (stereo not given)
1.1 | i | Cn1c(SCC(=O)N2CCCc3ccccc32)nnc1-c1c[nH]c2ccccc12
0.58 | i | COc1cc(CC(=O)N/N=C/c2ccccc2)c([N+](=O)[O-])cc1OC
-0.41 | i | COc1cc(O)c(C(C)=O)cc1OC
1.1 | i | CC1Cc2ccccc2N1C(=S)NC(=O)c1ccc(Cl)cc1Cl (stereo not given)
-0.48 | i | Cc1n[nH]c(C)c1Sc1ccccc1[N+](=O)[O-]
-0.02 | i | CCCCc1nnc(SCCSc2nnc(CCCC)n2N)n1N
0.76 | i | COc1ccc(CNC(=O)CN2C(=O)c3ccc([N+](=O)[O-])cc3C2=O)cc1
0.87 | i | CCOC(=O)c1nnn2c1nc(N1CCOCC1)c1ccccc12
0.17 | i | O=C(O)c1cc(N/N=C/c2cccc3ccccc23)ccc1Cl
0.45 | i | CCOC(=O)C1=C(CC)OC(N)=C(C#N)C1c1ccc(OC)c(OC)c1OC (stereo not given)
1.2 | i | CCOc1ccc(C(=O)NN2CCOCC2)cc1
-0.97 | i | COC(=O)CCC(=O)N1CCOCCOCCN(C(=O)CCC(=O)OC)CCOCCOCC1
-0.7 | i | CN(Cc1ccccc1)C(=O)C1CCCN1S(=O)(=O)c1ccc2c(c1)n(C)c(=O)c(=O)n2C (stereo not given)
1.7 | i | COC(=O)[C@@]1(Cc2ccc(OC)cc2)[C@H]2c3cc(C(=O)N4CCCC4)n(Cc4c(CO)[nH]cc(C)c4=O)c3C[C@H]2CN1C(=O)c1ccccc1
0.06 | i | COCCC(=O)N1CCC(Oc2ccc(C(=O)N3CCCC(OC)C3)cc2)CC1 (stereo not given)
1.6 | i | O=C(Nc1ccc(S(=O)(=O)N2CCOCC2)cc1)c1cc(-c2ccccc2O)n[nH]1
0.4 | i | CC(=O)c1c(C)[nH]c(C(=O)COC(=O)CN(C)S(=O)(=O)c2ccc(Cl)cc2)c1C
